# MazF activator: increases E. coli MazEF RNase cleavage of RNA | actives 0.32% (n = 350,000) | activation, % at 20 µM | AID 504720 | FAM/BHQ RNA-DNA oligo cleavage fluorescence, 5 h | P0AE70; in the data active = activation above about 50%
# Target sequence (P0AE70 whole entry, looked up): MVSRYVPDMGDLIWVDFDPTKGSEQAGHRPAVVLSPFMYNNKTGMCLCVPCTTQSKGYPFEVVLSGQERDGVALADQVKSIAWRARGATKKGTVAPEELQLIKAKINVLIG
# PfHsp40 yeast: restores yeast growth despite PfHsp40 toxicity. S. cerevisiae expressing PfHsp40, growth rescue, ATP luminescence. growth rescue, % at 12.5 µM. actives 0.68% (n = 340,000); in the data active = growth rescue above about 28%, passing the limit was not always enough;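 also: yeast W303a lacking pdr1 and pdr3 grown in galactose medium; growth measured after three days at 30 °C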
# TcdB GH inh: TcdB glycohydrolase inhibition; P18177; TcdB glycohydrolase enzymatic assay, plate reader; inhibition, % at 9.99 µM; actives 0.24% (n = 350,000); AID 652162; in the data active = inhibition above about 10%
# Y pestis TopoI: Y. pestis Topo-I inhibition via cleavage products; Y. pestis Topo-I cleavage product accumulation, plate reader; activity, % at 10 µM; actives 0.064% (n = 360,000); AID 504884; in the data active = activity above about 50%, passing the limit was not always enough; also: inactives centre near 2
# PriA SSB inh: inhibitors of Klebsiella pneumoniae PriA binding to SSB C-terminal tail. AlphaScreen SSBct-PriA binding, biotinylated peptide. inhibition, % at 33 µM. actives 0.6% (n = 430,000). AID 1272365; in the data active = inhibition mostly above about 37%, no sharp cut-off; inactive = mostly below about 20%;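 also: plate controls were negative control peptide for no effect and reference peptide for full effect; strong numbers were not always called active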
# Anthrax LF prot: anthrax lethal factor protease inhibition; AID 588501; inhibition, % at 10 µM; actives 0.12% (n = 360,000); multiplex microsphere protease cleavage assay, LF; in the data active = inhibition above about 30%; also: plate controls were buffer without enzyme for full effect and enzyme alone for no effect
# Target sequence (P15917 whole entry, looked up): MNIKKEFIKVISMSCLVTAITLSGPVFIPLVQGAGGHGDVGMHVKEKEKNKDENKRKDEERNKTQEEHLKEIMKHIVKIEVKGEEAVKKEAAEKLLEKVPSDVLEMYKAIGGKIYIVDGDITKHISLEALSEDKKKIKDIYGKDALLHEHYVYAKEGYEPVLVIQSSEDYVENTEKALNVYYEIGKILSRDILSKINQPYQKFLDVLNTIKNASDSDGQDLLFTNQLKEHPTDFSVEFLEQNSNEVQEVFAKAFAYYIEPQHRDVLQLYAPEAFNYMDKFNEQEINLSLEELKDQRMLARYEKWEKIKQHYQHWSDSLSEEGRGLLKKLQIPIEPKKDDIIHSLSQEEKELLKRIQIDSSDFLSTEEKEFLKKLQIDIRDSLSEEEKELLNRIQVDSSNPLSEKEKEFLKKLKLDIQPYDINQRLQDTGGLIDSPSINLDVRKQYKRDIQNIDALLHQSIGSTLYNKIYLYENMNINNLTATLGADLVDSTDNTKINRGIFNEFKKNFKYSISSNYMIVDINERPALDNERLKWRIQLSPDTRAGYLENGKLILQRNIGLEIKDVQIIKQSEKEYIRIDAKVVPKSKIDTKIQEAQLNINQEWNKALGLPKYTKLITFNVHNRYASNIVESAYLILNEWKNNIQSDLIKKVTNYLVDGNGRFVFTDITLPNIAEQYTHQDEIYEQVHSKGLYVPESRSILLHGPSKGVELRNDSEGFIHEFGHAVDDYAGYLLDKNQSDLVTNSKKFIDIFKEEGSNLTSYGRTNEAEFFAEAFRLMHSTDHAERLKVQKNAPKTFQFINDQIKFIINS
# Rv3671c protease: Rv3671c (M. tuberculosis) protease inhibition | inhibition, % at 5.96 µM | actives 0.048% (n = 320,000); in the data active = inhibition above about 38%;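 also: extracellular domain of Rv3671c used as enzyme; 0% = enzyme with DMSO and 100% = no enzyme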
# 3CLpro inhibitor: SARS-CoV 3CLpro protease inhibition; P0C6X7; recombinant SARS-CoV 3CLpro, quenched FRET peptide cleavage; inhibition, % at 6 µM; actives 0.14% (n = 290,000); in the data active = inhibition above about 12%
# VHR inh abs: DUSP3 (human) phosphatase inhibition; P51452; inhibition, % at 13.3 µM; recombinant VHR phosphatase, pNPP absorbance; actives 0.52% (n = 290,000); in the data active = inhibition above about 50%; also: some compounds called inactive have numbers as strong as hits
# BH1578 lux ind: inducers of Vibrio cholerae quorum light production without autoinducers; V. cholerae BH1578 lux reporter, luminescence, 6 h; activation, % at 18.7 µM; actives 0.16% (n = 350,000); AID 588436; in the data active = activation mostly above about 9.7%, no sharp cut-off; also: not every result past the cut was called active; inactives centre near 0; reference of the scale not given here
# The depositor's hits bear a star; i = inactive; / = not tested or not shown; & = joins results of further samples.
SMILES,MazF activator,PfHsp40 yeast,TcdB GH inh,Y pestis TopoI,PriA SSB inh,Anthrax LF prot,Rv3671c protease,3CLpro inhibitor,VHR inh abs,BH1578 lux ind
COc1ccccc1-n1nnnc1SCC(=O)Nc1ccc(C)c(N)c1,1.7,0.2,0.9,-6.6,-2.5,-0.6,-0.9,4.7,-18.8,-0.5
COc1ccc(C2C(=O)N(C3CCCCC3)CC(=O)N2Cc2ccco2)cc1 (stereo not drawn),3.3,0.4,6.3,6.4,0.3,-5.2,-6.1,2.1,-12.4,-2.0
Cc1nn2c(N3CCN(C)CC3)cc(C(C)(C)C)nc2c1-c1ccccc1,13.6,2.5,2.3,25.8,-18.6,-6.3,7.0,0.7,20.1,i
CCOC(=O)C1(CC2CC2)CCN(S(=O)(=O)/C=C/c2ccccc2)CC1,0.4,3.0,-0.3,11.5,-33.1,-0.7,-6.1,5.0,20.9,-1.1
CCc1ccc(C(C)NC(=O)c2ccc3c(c2)OCO3)cc1 (stereo not drawn),0.9,-1.5,3.7,12.5,-2.6,-1.1,-1.6,0.5,-1.6,1.7
COc1ccc2nc(N/C(N)=N/C(=S)Nc3ccccc3)nc(C)c2c1,26.5,0.8,0.2,21.8,/,-0.3,-23.7,5.7,5.5,-0.4
CC(C)(C)OC(=O)N1CCC(NC(=O)c2nc[nH]c2C(=O)N2CCN(c3ccccc3)CC2)CC1,3.4,0.9,-0.4,24.1,-0.3,-0.5,0.4,/,/,-0.8
O=C(Nn1c(C2CCCCC2)nc2ccccc2c1=O)c1ccc(Cl)c([N+](=O)[O-])c1,-0.1,-0.6,0.1,-1.5,3.6,-0.6,-1.3,3.9,4.5,i
CC[C@@H](C)[C@H](NC(=O)Cc1c(C)c2cc3c(C)coc3c(C)c2oc1=O)C(=O)O,4.8,0.5,-1.1,11.7,-21.2,14.7,-4.4,-2.8,3.0,i
C=CCNC(=O)NS(=O)(=O)c1ccc(C)cc1,-14.3,-1.9,/,-8.7,-8.4,-2.5,1.9,-10.2,8.6,1.7
O=c1c2ccccc2nc2n1CC/C2=C/N1CCN(c2cccc(C(F)(F)F)c2)CC1,26.1,0.3,/,1.3,1.2,-10.0,-2.5,1.7,-7.7,1.6
Cc1cc2oc(=O)cc(Cn3ncc(Cl)c(Cl)c3=O)c2cc1Cl,14.0,1.6,/,-13.1,-2.1,-1.3,-8.1,3.8,30.9,-0.3
Cc1cc(C)n(C(=O)c2ccc(C)c(S(=O)(=O)N3CCCCC3)c2)n1,3.9,-1.9,/,16.3,-20.1,-0.4,2.6,1.2,32.9,-0.2
CCc1ccccc1NC(=O)COc1ccc2c(c1)OCO2,3.2,-1.0,1.3,7.0,-12.7,-5.4,5.1,2.9,2.8,-0.2
CCN(CC)C(=O)C1=C(C)N(CCCOC)C(=O)C(CC(=O)NCCCN(C)C)C1 (stereo not drawn),4.0,/,0.8,2.7,/,-2.5,/,/,/,-0.4
CCCn1c(C(=O)c2ccccc2)nc2ccccc21,-8.4,-0.5,0.4,0.1,-31.9,-3.2,-4.1,4.8,26.9,3.0
COc1ccccc1CNC(=O)c1cc(C)nc2ccccc12,3.7,-0.7,2.3,-0.8,1.8,0.9,1.6,1.7,-13.7,i
COc1ccc(C)cc1NC(=O)NC(C)c1ccc2c(c1)OCO2 (stereo not drawn),4.3,0.4,1.2,8.8,-8.3,1.4,-0.4,-2.7,9.6,-0.8
CCOC(=O)c1ccc(N2C(=O)C(CC(=O)NC)N(CCc3ccc(OC)c(OC)c3)C2=S)cc1 (stereo not drawn),17.3,0.3&-0.5,/,-1.6,-5.6,-2.9,7.2,1.9,1.1,0.6
CCc1ccc(NC(=O)CSc2nc(NS(=O)(=O)c3ccccc3)cc(=O)[nH]2)cc1,-7.6,-1.1,-2.3,0.5,-1.0,-2.3,/,-3.4,4.0,0.0
COc1ccc(C(=O)N2C(=O)c3ccc(N)cc3C2=O)cc1,-9.3,0.3,0.5,2.5,-7.5,1.6,0.4,-0.1,-0.6,-0.2
Cc1ccc(Nc2cc(-n3nc(C)cc3C)ncn2)c(C)c1,-1.1,-0.7,/,-7.3,-4.1,-2.6,-3.7,-7.1,11.7,2.5
O=C(c1ccccc1)c1ccc(C(=O)N2CCN(c3ccccc3Cl)CC2)cc1,4.7,1.6,-2.4,16.7,-6.8,-9.0,4.6,/,/,i
CC(C)NC(=O)c1cc(-c2ccc(Br)cc2)on1,-12.1,3.1,/,6.9,-14.7,-3.0,-6.0,3.9,7.6,i
O=C(Nc1ccc(C(F)(F)F)cc1Cl)c1ccc(Cn2cc(Br)cn2)o1,-4.1,4.9,0.9,-2.0,-15.6,1.5,-18.8,1.9,-3.4,-6.5
COc1ccc(OC)c(NC(=O)c2cccc(N3C(=O)C4C5C=CC(C6CC56)C4C3=O)c2)c1 (stereo not drawn),8.3,0.7,2.6,30.5,-2.7,-1.4,-12.8,2.3,12.5,i
CCN(CC)C(=O)c1csc(Nc2cccc3ccccc23)n1,9.4,-0.7,1.6,9.1,5.8,1.2,5.8,2.6,9.2,i
C[C@H](CO)N1C[C@H](C)[C@@H](CN(C)CC2CC2)OCc2cnnn2CCCC1=O,-5.4,/,1.0&1.0,2.2,/,1.3,/,/,/,2.9
O=C(N/C(=C/C=C/c1ccccc1)C(=O)N1CCOCC1)c1ccccc1Cl,5.2,0.3,-3.1,7.7,-17.9,3.3,7.1,-0.9,15.2,1.5
COc1ccc(NC(=O)CCn2cc(C)c3ccccc32)cc1,2.5,2.3,/,0.2,0.2,-6.1,-7.5,-3.5,7.2,i

# Grouped by structure, those above containing a furan ring, fused or not.
SMILES,MazF activator,PfHsp40 yeast,TcdB GH inh,Y pestis TopoI,PriA SSB inh,Anthrax LF prot,Rv3671c protease,3CLpro inhibitor,VHR inh abs,BH1578 lux ind
COc1ccc(C2C(=O)N(C3CCCCC3)CC(=O)N2Cc2ccco2)cc1 (stereo not drawn),3.3,0.4,6.3,6.4,0.3,-5.2,-6.1,2.1,-12.4,-2.0
CC[C@@H](C)[C@H](NC(=O)Cc1c(C)c2cc3c(C)coc3c(C)c2oc1=O)C(=O)O,4.8,0.5,-1.1,11.7,-21.2,14.7,-4.4,-2.8,3.0,i
O=C(Nc1ccc(C(F)(F)F)cc1Cl)c1ccc(Cn2cc(Br)cn2)o1,-4.1,4.9,0.9,-2.0,-15.6,1.5,-18.8,1.9,-3.4,-6.5

# Further entries:
SMILES,MazF activator,PfHsp40 yeast,TcdB GH inh,Y pestis TopoI,PriA SSB inh,Anthrax LF prot,Rv3671c protease,3CLpro inhibitor,VHR inh abs,BH1578 lux ind
CCC(CC)=NNC(=O)c1ccccc1OCc1ccc(F)cc1,1.6,-0.3,/,11.2,1.9,-2.2,-0.5,2.5,4.1,-0.2
CC1(C(=O)NS(=O)(=O)c2cccc(OC(F)F)c2)CCN1C(=O)c1cccc(F)c1 (stereo not drawn),/,/,-4.2,0.9,/,-4.5,/,/,/,i
O=C(c1ccco1)N1CCN(C(=O)C2CCCN(S(=O)(=O)c3cccc4nsnc34)C2)CC1 (stereo not drawn),-2.5,-0.3,/,-5.9,-6.8,0.6,-11.7,0.9,43.0,-0.7
COc1ccc(C/C(N)=N/OC(=O)c2cccs2)cc1,3.4,0.2,-3.2,3.1,i,1.7,0.6,-2.5,-19.6,i
O=C(NCC1CCCO1)c1cc2cc(F)ccc2[nH]1 (stereo not drawn),-5.7,-0.4,0.4,-2.5,-6.8,-3.6,-11.7,6.9,38.5,-0.6
Cc1cc(C)n(S(=O)(=O)c2cc(C(=O)O)c(Cl)cc2Cl)n1,1.7,0.5,5.0,0.4,-7.3,-2.0,-7.4,2.1,2.3,0.9
CC1(C(=O)NCc2ccccc2Br)CCN1Cc1ccc(-c2ccccc2)o1 (stereo not drawn),/,/,-0.9,33.2,/,-4.1,/,/,/,-0.2
CCN(CC)CCSc1nnc2c3ccccc3n(Cc3ccccc3)c2n1,12.5,0.9,1.2,13.4,6.2,-4.7,-10.6,-1.4,-26.6,i
O=C(CN(c1ccccc1)S(=O)(=O)c1ccc(F)cc1)NC1CCCCCC1,-1.4,0.4,-3.5,-2.7,-4.5,0.8,-0.7,1.4,3.6,-1.1
CCCCOc1ccc(S(=O)(=O)NC(=O)C2(C)CCN2C(=O)c2c(C)noc2C)cc1 (stereo not drawn),/,/,-0.7,-0.9,/,-0.8,/,/,/,-0.6
CCc1ccccc1Nc1nc(N)nc(COC(=O)C2=COCCO2)n1,5.2,-1.4,0.0,9.0,-6.2,-4.3,3.6,/,/,-0.9
CCCCCCOc1ccc(N2C(=O)CC(SC(=NCC)NCC)C2=O)cc1 (stereo not drawn),-2.5,-1.1,1.0,3.7,0.8,1.8,-0.3,0.7,31.5,i
COCCN(C(=O)c1csnn1)C(C(=O)NC1CCCCC1)c1ccccc1F (stereo not drawn),-3.4,1.1,1.8,-5.5,-21.8,-17.3,-9.9,5.3,6.8,4.0

# Exported tab-delimited: part of the list above
canonical_smiles	MazF activator	PfHsp40 yeast	TcdB GH inh	Y pestis TopoI	PriA SSB inh	Anthrax LF prot	Rv3671c protease	3CLpro inhibitor	VHR inh abs	BH1578 lux ind
Cc1cc(C)n(C(=O)c2ccc(C)c(S(=O)(=O)N3CCCCC3)c2)n1	3.9	-1.9	/	16.3	-20.1	-0.4	2.6	1.2	32.9	-0.2
CCc1ccccc1NC(=O)COc1ccc2c(c1)OCO2	3.2	-1.0	1.3	7.0	-12.7	-5.4	5.1	2.9	2.8	-0.2
CCN(CC)C(=O)C1=C(C)N(CCCOC)C(=O)C(CC(=O)NCCCN(C)C)C1 (stereo not drawn)	4.0	/	0.8	2.7	/	-2.5	/	/	/	-0.4
CCCn1c(C(=O)c2ccccc2)nc2ccccc21	-8.4	-0.5	0.4	0.1	-31.9	-3.2	-4.1	4.8	26.9	3.0
COc1ccccc1CNC(=O)c1cc(C)nc2ccccc12	3.7	-0.7	2.3	-0.8	1.8	0.9	1.6	1.7	-13.7	i

# Retrieved one by one from the entries so far:
SMILES,MazF activator,PfHsp40 yeast,TcdB GH inh,Y pestis TopoI,PriA SSB inh,Anthrax LF prot,Rv3671c protease,3CLpro inhibitor,VHR inh abs,BH1578 lux ind
CCN(CC)CCSc1nnc2c3ccccc3n(Cc3ccccc3)c2n1,12.5,0.9,1.2,13.4,6.2,-4.7,-10.6,-1.4,-26.6,i
CCc1ccc(C(C)NC(=O)c2ccc3c(c2)OCO3)cc1 (stereo not drawn),0.9,-1.5,3.7,12.5,-2.6,-1.1,-1.6,0.5,-1.6,1.7

# High-throughput results as filed in PubChem BioAssay.

# The list is partial; the hit share may differ from the screen's.
